thrombin 1536 – inhibitors of human thrombin; P00734; alpha-thrombin, Boc-VPR-AMC fluorogenic substrate cleavage; inhibition, % at 5 µM; 220,000 tested, 0.26% active;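 active means inhibition at or above 40%; inactive means inhibition below 40%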;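 further: 0% = enzyme with no compound and 100% = wells without enzyme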
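Test system: human alpha-thrombin; medium: pH 7.5 Tris-saline with Tween 20; times: reaction at room temperature; signal: AMC fluorescence at 355 nm excitation and 460 nm emission; also added: Boc-VPR-AMC substrate, 15 µM final; dosing: one concentration per compound, 5 µM, with 0.2% DMSO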
PERK inhibitor – human PERK inhibition, primary cell-based screen. CHO PERK-DD fusion, SEAP luminescence translation reporter. 220,000 tested, 0.17% active. AID 1416. Q9NZJ5. inhibition, % at 5.6 µM;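 active means inhibition above the mean inhibition of all tested compounds plus 3 SD, set separately per screening campaign, cut at about 2.9% in these data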;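 further: PERK kinase domain activated by AP20187 dimerizer at 100 nM; 0% = DMSO with dimerizer and 100% = rapamycin at 8.4 µM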
Rad51 HR inh – Rad51 (human) homologous recombination inhibition; Q06609; hRad51 DNA strand exchange, fluorescence dequenching; inhibition, % at 10 µM; 200,000 tested, 0.085% active; AID 1385;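 active means inhibition above 40% at the single screening dose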;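 further: 0% = DMSO control wells and 100% = blanks with heterologous ssDNA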
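Material: Human Rad51 nucleoprotein filaments preassembled on unlabelled ssDNA | Also added: Labelled 47-mer dsDNA for strand exchange | Dosing: Single dose, 10 µM final compound | Schedule: 30-min compound preincubation and 15-min exchange, both room temperature | Technique: Fluorescence dequenching at 485/520 nm | Measure: Percent inhibition relative to plate controls and blanks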
Calpain2 inh – inhibitors of pig calpain II; purified calpain II, fluorogenic peptide substrate, 30 min; inhibition, % at 16 µM; 220,000 tested, 0.37% active; AID 1236;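 active means inhibition above about 50%, limit read from the data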
Furin inh – blocks human furin protease activity; P09958; purified furin, fluorogenic substrate cleavage; inhibition, % at 30 µM; 220,000 tested, 0.061% active; AID 463115; in the data active means inhibition above about 25%; further: inactives centre near -15
KLK5 inh – kallikrein 5 (human) inhibition. Q9Y337. recombinant hK5, fluorogenic AMC substrate cleavage. inhibition, % at 5 µM. 210,000 tested, 0.59% active;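 active means inhibition of 40% or more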;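 further: 0% = enzyme controls without compound and 100% = no-enzyme blanks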
Target sequence (Q9Y337 67-293 limits assumed): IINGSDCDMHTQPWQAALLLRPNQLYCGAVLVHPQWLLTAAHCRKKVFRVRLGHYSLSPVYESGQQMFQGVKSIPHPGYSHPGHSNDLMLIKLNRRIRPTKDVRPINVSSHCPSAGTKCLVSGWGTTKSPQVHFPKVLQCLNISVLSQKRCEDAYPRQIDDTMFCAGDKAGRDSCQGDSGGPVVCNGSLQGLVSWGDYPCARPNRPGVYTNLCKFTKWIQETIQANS
FXIIa inh – factor XIIa (human) inhibition. inhibition, % at 5 µM. AID 800. 220,000 tested, 0.3% active. purified FXIIa, Boc-QGR-AMC fluorogenic substrate, 2 h. P00748; in the data active means inhibition above about 40%;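 further: 0% = enzyme with no compound and 100% = blank without enzyme; many of its hits are not listed in these tables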
Target sequence (P00748 20-372 limits assumed): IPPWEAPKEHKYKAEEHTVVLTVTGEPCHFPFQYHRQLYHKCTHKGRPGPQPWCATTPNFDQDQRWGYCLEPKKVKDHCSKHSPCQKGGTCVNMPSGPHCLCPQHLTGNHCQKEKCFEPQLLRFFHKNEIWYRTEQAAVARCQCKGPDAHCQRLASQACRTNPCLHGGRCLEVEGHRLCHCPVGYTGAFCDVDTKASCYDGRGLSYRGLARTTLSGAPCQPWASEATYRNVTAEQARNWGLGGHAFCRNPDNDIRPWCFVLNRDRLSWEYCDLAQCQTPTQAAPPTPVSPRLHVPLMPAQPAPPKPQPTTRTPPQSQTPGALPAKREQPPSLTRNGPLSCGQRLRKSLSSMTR
Target sequence (P00748 373-615 limits assumed): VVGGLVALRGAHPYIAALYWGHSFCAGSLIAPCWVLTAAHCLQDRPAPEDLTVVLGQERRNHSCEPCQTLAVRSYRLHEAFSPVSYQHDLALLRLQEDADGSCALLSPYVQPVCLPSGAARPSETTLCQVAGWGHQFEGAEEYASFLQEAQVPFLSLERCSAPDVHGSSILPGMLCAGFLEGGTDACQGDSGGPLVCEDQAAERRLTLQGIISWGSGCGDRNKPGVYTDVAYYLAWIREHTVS
Cl transport mod – KCC2 (human) Cl- transport modulation. Q9H2X9. KCC2 cells, thallium flux FluoZin-2 fluorescence. B-score of Tl+ flux slope (higher = more flux/activation; lower = inhibition) at 10 µM. 190,000 tested, 2.2% active;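 active means thallium flux slope and its plate-corrected score both differing from the plate sample mean at a set confidence after two filtering rounds, in either direction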;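 further: slope of fluorescence scaled to starting intensity during 10 to 20 s after thallium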
FXIa inh 1536 – factor XIa (human) inhibition; inhibition, % at 5 µM; 220,000 tested, 0.14% active; purified FXIa, Boc-Glu-Ala-Arg-AMC fluorogenic substrate;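 active means inhibition of at least 40%; inactive means inhibition below 40%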;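 further: fluorescence of freed AMC excited at 355 nm; 0% = enzyme without compound and 100% = no enzyme blank; many of its hits are not listed in these tables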
* = called active by the depositor; i = inactive; nt = no result given; [ ] = remark or other dose. The list is partial, so the mix of outcomes need not match the whole.

entry	thrombin 1536	PERK inhibitor	Rad51 HR inh	Calpain2 inh	Furin inh	KLK5 inh	FXIIa inh	Cl transport mod	FXIa inh 1536	smiles
1	2	nt	2	8	-29	5	7	-0.023	3	CC1(c2nnc(-c3ccccc3)o2)CC(c2cccc(Cl)c2)=NO1 (centres undefined)
2	2	-2.8	-9	-9	-19	6	4	-0.068	4	Cc1nc(NC(C)C(=O)O)c2nc(C)oc2n1 (centres undefined)
3	-1	1.6	nt	22	-29	nt	4	-1.1	0	Cc1ccccc1C(=O)Nn1cnc2ccccc2c1=O
4	1	0.1	2	-10	-16[20 µM]	2	14	-0.39	1	CCN(CC)Cc1nc2c(c(=O)[nH]1)C1(CCCCC1)Cc1ccccc1-2
5	-1	0.0	-22	-61	-16	-4	2	1	-4	CC(OC(=O)c1cccnc1Cl)C(=O)Nc1ccc(S(N)(=O)=O)cc1 (centres undefined)
6	-10	0.0	-19	29	-4	-9	10	-3.5	2	O=C(c1cc(S(=O)(=O)N2CCOCC2)ccc1Cl)N1CCN(c2ccccn2)CC1
7	-19	-0.1	2	-7	-22	-3	10	-0.0034	-8	Nc1nc(SCC(=O)c2ccc(F)cc2)n[nH]1
8	-4	0.7	5	-20	-13	-5	4	nt	-4	CN(C)C(=O)c1nnsc1Sc1ccc(Cl)cc1
9	-3	-0.1	2	-19	-28[20 µM]	-13	5	0.87	4	O=C(c1csc2c1CCCCC2)N1CCN(c2ncccn2)CC1
10	0	-1.1	nt	-45	-15[20 µM]	-3	7	-0.96	0	Cc1ccc(S(=O)(=O)N2CCN(c3nc(C(C)C)c4c(c3C#N)CC(C)(C)OC4)CC2)cc1
11	-1	0.3	0	18	-20	5	-8	nt	0	O=C(NCCN1CCOCC1)c1cc(-c2ccc(Br)cc2)on1
12	-2	0.9	7	1	-21	-8	5	0.018	4	CCn1ncc(Br)c1C(=O)Nc1cc(C)cc(C)c1
13	22	-0.1	1	5	2[20 µM]	-2	-2	nt	-6	Cc1ccc(C(=O)NCc2ccc3c(c2)OCO3)cc1S(=O)(=O)N1CCCCC1
14	-6	1.1	-17	17	-22	-12	-1	-1	-5	Cc1cccc(Nc2ncnc3c2cnn3Cc2ccccc2)c1
15	-3	0.2	3	-17	1[20 µM]	-7	14	1.5	-4	COc1cc(-c2csc(C)n2)ccc1O
16	1	-1.1	3	16	-6	3	8	-0.63	2	CCN(CC)S(=O)(=O)c1ccc(N2CCOCC2)c(NC(=O)CC(C)(C)C)c1
17	-3	0.0	-2	3	-9	1	9	0.93	-6	O=C1CC(c2ccco2)Cc2nc(N3CCN(Cc4ccc5c(c4)OCO5)CC3)ncc21 (centres undefined)
18	-1	-0.6	15	-96	-14	3	11	-0.22	2	O=C(/C=C/c1cc[n+](CC(=O)c2ccc3cccc4c3c2CC4)cc1)c1ccc2cccc3c2c1CC3
19	-9	0.7	-5	-3	-17	-3	6	0.85	-2	Cc1[nH]c2ccccc2c1/C=N/NS(=O)(=O)c1ccccc1
20	-3	-0.1	1	-1	-32	-14	7	0.07	5	COc1ccc(C(=O)C(C)N(C(=O)c2ccc(Cl)cc2Cl)N2C(=O)C3C4C=CC(C4)C3C2=O)cc1 (centres undefined)
21	-3	-0.9	-9	14	-16	-3	8	-1.5	5	COc1ccc(NC(=O)CN(c2ccc([N+](=O)[O-])cc2)S(=O)(=O)c2ccccc2)cc1
22	1	0.2	nt	66*	-20	2	9	0.58	0	Cn1c(=O)n(C)c2cc([N+](=O)[O-])c(N3CCN(CCO)CC3)cc21
23	-6	0.2	4	i	-34	-40	2	-0.98	-2	CCn1c2ccccc2c(=O)c2ccccc21
24	-7	0.1	0	20	-6	-13	0	0.44	-1	CC1(c2cccc([N+](=O)[O-])c2)CC(C)(C)N(C(=O)c2ccccc2)c2ccccc21 (centres undefined)
25	-3	0.6	-4	-2	-24	3	9	-0.09	0	Cc1cc(C)c[n+](C[n+]2cc(C)cc(C)c2)c1
26	-15	0.0	-9	-45	-8	3	4	-0.73	-4	COc1ccc(Nc2sc(C(=O)Nc3cccc(Cl)c3)c(N)c2C(=O)Nc2ccccc2OC)cc1
27	-6	-0.7	-2	-17	-9	20	1	-0.66	-5	O=C(N=C1N=C2C=CC(Br)=CN2Cc2ccccc21)c1ccc([N+](=O)[O-])cc1[N+](=O)[O-]
28	-5	0.1	11	-23	10	-2	0	-0.21	-1	COc1cc(-c2cc(C(=O)NCCc3ccc(S(N)(=O)=O)cc3)c3ccccc3n2)cc(OC)c1OC
29	-2	-1.1	nt	27	-10	-6	4	-0.17	-2	Cc1nn(C)c(-c2n[nH]c(=S)n2-c2ccccc2)c1Cl
30	-24	-0.3	5	i	-66	-8	-2	1.1	-11	CCOC(=O)N1CCC(N2CCCC(C(=O)c3ccc4cc(OC)ccc4c3)C2)CC1 (centres undefined)
31	-4	-2.0	17	-4	-7	-4	-4	-1.5	-4	COc1ccc(NS(=O)(=O)c2ccc(N3CCOCC3)c(NC(=O)c3ccccc3Br)c2)cc1
32	-7	1.9	16	-18	-14	-11	2	1.1	-1	S=C1NCCNC(=S)NCCOCCOCCOCCN1
33	-2	1.4	-7	-3	-13	-7	5	0.23	-5	CC[C@H](CO)NCCN[C@H](CC)CO
34	-8	-0.1	-10	41	-8	-2	2	-0.038	-4	CCOP(=O)(c1ccccc1)c1nc(-c2ccccc2C)oc1NCc1ccccc1 (centres undefined)
35	-2	1.2	27	6	-27	-1	8	0.42	-1	O=C(N/N=C/c1ccccc1C(F)(F)F)c1ccc(O)cc1
36	-1	0.8	-3	-31	-20[20 µM]	0	13	nt	1	COc1ccc(Br)cc1C(=O)Nc1ccc(O)cc1
37	4	-0.5	7	4	-11[20 µM]	-3	30	nt	8	Cc1ncc(S(=O)(=O)c2ccccc2)c(-c2ccccc2)n1
38	-4	1.2	4	8	-15	-7	7	-1.4	1	Cc1c(C(=O)O)sc2nc(CSc3ncc(C(F)(F)F)cc3Cl)[nH]c(=O)c12
39	-3	0.1	6	-4	-23[20 µM]	-7	11	-0.48	5	COc1ccc(CCN2C(=O)CC(N3CCOCC3)C2=O)cc1OC (centres undefined)
40	-6	0.1	-5	2	-16	10	8	-1.8	2	Nc1c(C(=O)NCCc2ccccc2)nnn1Cc1ccccc1
41	nt	-0.4	-1	18	-12	-3	2	0.73	-2	CCN(CC)C(=O)C(=O)c1cccn1-c1c(Cl)cccc1C#N
42	-11	0.0	4	-54	2[20 µM]	-18	9	-1.3	25	Cc1cccc(C(=O)Nc2sc(C(=O)N3CCCC3)c(C)c2C#N)c1
43	0	1.2	9	-14	8	-5	6	-0.14	7	COC(=O)C1=C(C)Nc2c(c(=O)n(C)c(=O)n2C)C1c1ccncc1 (centres undefined)
44	0	0.1	-2	-24	-26	-5	14	0.58	3	COc1ccccc1NC(=O)c1cn(C)c(=O)c2cc(OC)c(OC)cc12
45	-7	-0.7	-5	-33	-4[20 µM]	-5	-18	0.71	-11	O=C1NC(c2ccccc2)(C(F)(F)F)SC2=NCCCN12 (centres undefined)
46	5	0.5	-3	-8	-18	-3	10	0.011	-2	Cc1cc(C)cc(OCC(=O)Nc2ccc(CN3CCCCC3)cc2)c1
47	5	1.0	-8	19	-10[20 µM]	3	14	0.28	0	Cc1ccnc(NC(=O)c2ccccc2[N+](=O)[O-])c1
48	14	1.1	nt	15	-11[20 µM]	62*	54*	nt	6	O=C(c1ccccc1)C1CN(c2ccccc2)CC1c1ccc(Cl)cc1 (centres undefined)
49	4	1.0	-6	7	-6	-18	17	-0.48	9	Cc1cc(OCC(=O)O/N=C(\N)c2ccccc2)ccc1Cl
50	-5	0.4	0	-3	-24[20 µM]	-10	7	0.47	-5	Cn1nc(C(=O)NCc2cccnc2)c2ccccc2c1=O
51	-1	0.7	-1	-22	-29	1	5	-0.97	-4	Cc1nc2ccc(NC(=O)COc3cccc(F)c3)cc2s1
52	4	-0.4	5	5	-19[20 µM]	-3	19	1.6	5	CCn1c(SCCC#N)nnc1-c1ccncc1
53	nt	-0.1	0	-20	-14	-3	4	-2.4	3	O=C(O)c1ccc(COc2ccccc2/C=C2\NC(=O)N(Cc3ccccc3)C2=O)cc1
54	-4	-0.3	-3	17	-5	-15	7	0.17	-6	CC1=C(c2ccc(C)cc2)S(=O)(=O)N(CC(=O)O)C1=O
55	2	0.6	0	-8	-17[20 µM]	4	5	0.18	3	C=CCNC(=O)c1cccc(Br)c1
56	1	0.7	5	-14	-22	-10	6	nt	6	Cc1onc(-c2ccccc2Cl)c1C(=O)N1CCN=C1SCc1cccnc1

Next part (four carried over from the part before).
entry	thrombin 1536	PERK inhibitor	Rad51 HR inh	Calpain2 inh	Furin inh	KLK5 inh	FXIIa inh	Cl transport mod	FXIa inh 1536	smiles
53	nt	-0.1	0	-20	-14	-3	4	-2.4	3	O=C(O)c1ccc(COc2ccccc2/C=C2\NC(=O)N(Cc3ccccc3)C2=O)cc1
54	-4	-0.3	-3	17	-5	-15	7	0.17	-6	CC1=C(c2ccc(C)cc2)S(=O)(=O)N(CC(=O)O)C1=O
55	2	0.6	0	-8	-17[20 µM]	4	5	0.18	3	C=CCNC(=O)c1cccc(Br)c1
56	1	0.7	5	-14	-22	-10	6	nt	6	Cc1onc(-c2ccccc2Cl)c1C(=O)N1CCN=C1SCc1cccnc1
57	-2	-0.6	nt	6	-10	3	12	nt	10	CC/C(CC(=O)C(F)(F)F)=N\NC(=O)/C(C#N)=C/N(C)C
58	8	-0.7	-2	2	-18[20 µM]	28	13	0.22	9	O=C(Nc1nccs1)c1ccc(CSc2nnnn2-c2ccccc2)cc1
59	0	-0.6	-22	-19	-26	-22	11	-0.27	-16	COc1ccc2c(=O)c3c(=O)n(-c4ccccc4)c(-c4ccco4)nc3oc2c1
60	-11	0.1	2	29	-8	12	-7	-0.64	-4	COc1ccc(-c2ccnc(SCC(=O)c3ccc(Br)cc3)n2)cc1
61	4	1.3	-6	-7	0[20 µM]	4	21	-0.71	6	Cc1c(C=O)c2ccccn2c1C(=O)c1ccncc1
62	-2	-1.4	7	17	-14	22	9	-0.051	-3	CCOc1ccccc1NC(=O)C1CCN(c2ccc(S(=O)(=O)N3CCCC3)cc2)CC1
63	-7	-0.7	-4	-87	-11[20 µM]	-21	5	-0.08	2	Cc1ccc(-n2c(SCC(=O)Nc3ccc4c(c3)OCO4)nnc2-c2cccs2)cc1
64	-4	0.1	-6	-17	-15	1	6	0.35	-3	CCOc1ccc(NC(=O)Nc2nnc(CC(=O)NCc3ccccc3)s2)cc1
65	3	1.9	-3	11	-15[20 µM]	-12	10	-0.72	-1	CC(CC(=O)O)CC(=O)Nc1ccc(S(N)(=O)=O)cc1 (centres undefined)
66	-6	0.6	7	-18	-27	-3	2	-0.6	-5	Cc1ccc(C)c(NC(=O)C(=O)NCCc2c[nH]c3ccccc23)c1
67	-5	-0.1	nt	19	-19	-35	6	0.21	0	O=C(CCCn1cnc([N+](=O)[O-])n1)Nc1ccc(Cl)cc1Cl
68	3	1.0	6	-32	-4	-1	16	nt	-1	COc1ccc(/C=N/n2cnnc2SCCO)cc1OC
69	-2	0.6	nt	19	-19	nt	6	-1.1	-1	OCCC1CN(Cc2cccc(C(F)(F)F)c2)CCN1Cc1ccccc1 (centres undefined)
70	0	0.5	-1	-202	-21[20 µM]	-12	8	-1.5	4	CCc1nc2sc(C#N)c(N)c2c2c1CCCC2
71	-1	1.6	1	21	1	-10	3	0.12	-4	CC1(C)CC(=O)C(N=Nc2ccc(C(F)(F)F)cc2[N+](=O)[O-])=C(O)C1
72	-8	-0.6	19	15	-11	-1	-5	0.0075	-2	COc1ccc(/C=N/NC(=O)c2cccc(Br)c2)cc1CN1CCOCC1
73	-2	-1.2	0	11	-8	-19	4	-0.66	-1	CC(C)=C1SC(N2CCN(c3cccc(Cl)c3)CC2)=NC1=O

Bioassay records as filed in PubChem.
